Screening data (PubChem)
miR122 inh: miR-122 Renilla sensor signal increase in Huh7, primary screen, miR-122 inhibitor project, cell-based, single point, plate reader; Huh7 miR-122 Renilla luciferase sensor, 48 h; neutral wells = 0, positive control = 100; activation (reporter increase), % at 12.5 µM; 340,000 tested, 0.3% active;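 active = mean replicate activation score at least 90 and every replicate individually at or above 90; inconclusive = only one of the two criteria met; inactive = neither criterion met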;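 also: higher luciferase means less miR-122 activity so hits act as miR-122 inhibitors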
PGC1a acetyl inh: inhibitors of PGC1a acetylation signal, primary screen, cell-based, U2OS, AlphaScreen, inhibitor mode | AlphaScreen anti-acetyl-lysine; with virally co-expressed GCN5 acetyltransferase | AID 651687, 2012 | inhibition, % at 15.6 µM | 350,000 tested, 0.17% active;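 active = every replicate shows inhibition of at least 40%; inconclusive = mean inhibition at least 40% but some replicate below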;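 also: 0% = neutral control wells and 100% = positive control wells; some results beyond the cut were filed as inactive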
EWS-Fli inh: EWS/Fli-driven NR0B1 reporter inhibitors, primary screen, A673 cells, NR0B1 luciferase, luminescence, MLPCN library; viability-normalised; inhibition, % at 12.6 µM; 350,000 tested, 0.67% active; AID 651661, 2012;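 active = mean inhibition of at least 50% after viability correction, with every replicate also passing that limit; inconclusive = mean reaches 50% but only one of two replicates passes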;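 also: firefly luciferase signal divided by Alamar Blue viability fluorescence both relative to DMSO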
PAX8 inh HTS: inhibitors of PAX8-driven TPO luciferase reporter, primary screen, RMG-I cells, single concentration; SteadyGlo, 24 h; inhibition, % at 12.6 µM; 360,000 tested, 1.2% active; AID 652154, 2013;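 active = mean replicate inhibition at least 60% with every replicate also reaching 60%; inconclusive = only one of the two criteria is met; inactive = mean below 60% and not all replicates reaching 60%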;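 also: luciferase light reporting Pax8 driven TPO promoter activity; plate controls were median of neutral control wells for no effect and mitoxantrone controls for full effect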
Casp6 inh: human caspase-6 inhibitors, primary screen, biochemical, VEID-R110 fluorescence, single point, set 2; inhibition, % at 12.5 µM; 350,000 tested, 0.53% active; purified caspase-6, Z-VEID-R110 cleavage fluorescence;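 active = mean inhibition across replicates at least about 35%, with every replicate also reaching that limit, limit read from the data; inconclusive = only one of the two criteria met; inactive = neither criterion met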;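 also: 0% = median of neutral control wells and 100% = no fluorescence left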
Target sequence (P55212 24-179 limits assumed): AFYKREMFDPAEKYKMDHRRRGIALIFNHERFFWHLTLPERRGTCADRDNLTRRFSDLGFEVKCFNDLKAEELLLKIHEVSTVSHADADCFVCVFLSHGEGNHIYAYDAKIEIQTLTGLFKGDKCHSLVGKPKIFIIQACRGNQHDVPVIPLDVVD
Target sequence (P55212 194-293 limits assumed): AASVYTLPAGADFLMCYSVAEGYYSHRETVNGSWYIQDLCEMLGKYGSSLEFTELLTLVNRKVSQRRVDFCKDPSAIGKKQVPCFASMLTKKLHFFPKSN
LGR2 antag: inhibitors of bursicon-induced LGR2 CRE-luciferase signal, primary screen, cell-based, HEK293, CRE-luciferase reporter, bursicon stimulation; Drosophila bursicon receptor LGR2 (rickets); bursicon-stimulated, 4 h; inhibition, % at 9.99 µM; 380,000 tested, 0.35% active; AID 720647, 2013;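 active = drop in luminescence signal, shown as inhibition above about 50% in the replicate tests, limit read from the data, passing the limit was not always enough; inconclusive = probably only some replicates passing the limit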;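 also: agonist challenge used bursicon conditioned medium at about half maximal strength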
FN deposition inh: inhibitors of fibronectin matrix deposition, primary screen, AH1F cells, Alexa488-fibronectin fluorescence, plate reader | 350,000 tested, 0.086% active | AID 743247, 2014 | inhibition, % at 12.6 µM | AH1F fibroblasts, overnight;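 active = mean inhibition across replicates of 30% or more, regardless of how many single replicates reach that level; inconclusive = mean under 30% yet at least half of replicates reach 30%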;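 also: positive control wells lacked labelled fibronectin entirely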
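Material: AH1F fibroblast monolayer depositing Alexa488-labelled fibronectin into matrix | Input: 10000 AH1F cells/well | Medium: DMEM plus 2% serum, read in PBS | Reagent: Alexa488-fibronectin, 24 nM final in well | Compound dosing: One dose per compound, pinned | Schedule: 1 h adhesion, overnight exposure | Measured by: Fluorescence at 485 nm excitation, 525 nm emission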
Cneo AK release: Cryptococcus neoformans cell lysis inducers, primary screen, AK release luminescence, single concentration; 360,000 tested, 0.2% active; lysis activity, % at 15 µM; C. neoformans lysis, adenylate kinase release luminescence, 4 h; normalised: neutral wells 0, clomiphene wells 100;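 active = mean lysis activity across replicates of at least 80%, whatever share of replicates individually reach that level; inactive = mean lysis activity below 80%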
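Material – log-phase Cryptococcus neoformans yeast cells · Input – 5 × 10^6 yeast cells/mL · Medium – fresh YPD growth medium · Doses – single compound concentration per well · Timing – static 4 h at 37 °C with compound, 1 h detection · Detection – adenylate kinase release luminescence · Read-out – signal increase indicating cell lysis · Control set – Clomiphene as positive lysis control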
* marks the source's active call; other numbers are inactive results; ? = inconclusive; · = no result given; [ ] = dose if it differs, or a comment. Outcome played no part in choosing rows; about 2.5% have a hit in one of these screens.

SMILES	miR122 inh	PGC1a acetyl inh	EWS-Fli inh	PAX8 inh HTS	Casp6 inh	LGR2 antag	FN deposition inh	Cneo AK release
CCOC(=O)N1CCN(c2c(NCC3CCN(Cc4cccc(C)c4)CC3)c(=O)c2=O)CC1	-1	-3	-2	-12	-8	13	-5	0
C[C@@H]1CN([C@H](C)CO)C(=O)Cc2cc(NS(=O)(=O)c3ccc(F)cc3)ccc2O[C@H]1CN(C)S(=O)(=O)c1ccccc1	-1[16.7 µM]	-2	-4	·	1	10	·	0
COC(=O)c1ccc(CNC(=O)Cn2nnnc2CN(C)C(C)C)cc1	2	12	10	4	-3	3	-3	-3
O=C(Oc1cccc2ccccc12)c1ccncc1	-3	-8	·	8	·	·	-2	2
CC(C)Cc1ccc(S(=O)(=O)Nc2ccc3[nH]c(=O)[nH]c3c2)cc1	-5	-8	12	1	0	4	-2	-1
C[C@@H]1CCCCO[C@H](CN(C)Cc2ccc(C(=O)O)cc2)[C@H](C)CN([C@H](C)CO)C(=O)c2cc(NC(=O)CCC(F)(F)F)ccc2O1	-1[16.7 µM]	7	-13	·	1	-2	·	-3
CC(C)C#Cc1ccc([C@H]2[C@@H](CO)N3CCCCN(CC4CC4)C[C@H]23)cc1	-27[16.7 µM]	-2	2	7	2	-6	·	1
COc1ccc(S(=O)(=O)N2C[C@H](O)COC[C@@H]3O[C@@H](CC(=O)NCCCN4CCOCC4)CC[C@H]32)cc1	-7[16.7 µM]	2	-6	-12	-2	-1	-4	-1
CNC[C@@H]1Oc2c(NS(=O)(=O)c3ccc(C)cc3)cccc2C(=O)N([C@H](C)CO)C[C@@H]1C	5[16.7 µM]	-2	3	-4	-3	2	·	0
CC(C)(C)NC(=O)C(c1cccnc1)N(C(=O)c1csnn1)c1ccccc1 (configuration not stated)	-3	·	3	1	0	·	-2	-1

One compound at a time, from the list above.
Results for CC(C)Cc1ccc(S(=O)(=O)Nc2ccc3[nH]c(=O)[nH]c3c2)cc1 : miR122 inh: -5; PGC1a acetyl inh: -8; EWS-Fli inh: 12; PAX8 inh HTS: 1; Casp6 inh: 0; LGR2 antag: 4; FN deposition inh: -2; Cneo AK release: -1
Results for O=C(Oc1cccc2ccccc12)c1ccncc1 : miR122 inh: -3; PGC1a acetyl inh: -8; EWS-Fli inh: ·; PAX8 inh HTS: 8; Casp6 inh: ·; LGR2 antag: ·; FN deposition inh: -2; Cneo AK release: 2

Next section
SMILES	miR122 inh	PGC1a acetyl inh	EWS-Fli inh	PAX8 inh HTS	Casp6 inh	LGR2 antag	FN deposition inh	Cneo AK release
C[C@@H]1CN([C@@H](C)CO)C(=O)c2cc(-c3ccc(C#N)cc3)cnc2O[C@@H]1CN(C)C(=O)CC1CC1	23[16.7 µM]	-9	-9	·	-1	-2	·	-1
CCOC(=O)c1sc(NC(=O)Nc2ccccc2Cl)cc1C	56	·	·	-130	·	15	6	-11
CC(Sc1nnc2ccccn12)C(=O)Nc1ccc2c(c1)OCO2 (configuration not stated)	-5	2	-6	-15	4	-15	·	-1
CCS(=O)(=O)N1CCC(C(=O)Oc2ccccc2)CC1	·	·	-2	16	4	5	-2	0
CC(C)(C)c1ccc(Oc2ccc(NC(=O)c3cccs3)cn2)cc1	1	·	16	11	4	14	-3	-1
O=C(c1cccc(F)c1)N1CC(=O)N2[C@@H](CO)[C@H](c3ccc(/C=C/c4ccccc4)cc3)[C@@H]2C1	·	-8	7	1	0	2	-1	·
CC(C)OC(=O)/C(=C/c1ccc2c(c1)c1ccccc1n2C)NC(=O)c1ccccc1	9	-10	·	-30	·	-15	-2	5
CCC1CCCCN1C(=S)Nc1ccc(OC(F)F)cc1 (configuration not stated)	26	·	13	7	1	·	1	·
COc1cccc(/C(O)=C2/C(=O)C(=O)N(CCN3CCOCC3)C2c2cccs2)c1 (configuration not stated)	-3	2	·	6	·	·	0	3
COc1ccccc1NC(=O)NC1(C(=O)N2CCC(C)CC2)CCCCC1	-7	-15	-8	-2	0	7	-8	0
CN(C)c1ccc(C(CNC(=O)c2ccccc2F)c2c[nH]c3ccccc23)cc1 (configuration not stated)	26	-5	7	14	-5	·	6	·
COc1ccc(/C=C/C(=O)Nc2sc(Cc3ccccc3)c(C)c2C(N)=O)cc1	1	·	20	-5	1	-14	3	·
COc1cccc(-c2ccc3c(c2)[C@@H]2[C@@H](CCN2C(=O)Cc2ccncc2)[C@@H](CO)N3)c1	-10[16.7 µM]	-2	-15	-13	2	-20	-2	51
COc1ccc2c3c(n(C)c2c1)[C@@H](CO)N(C(=O)Cc1ccccn1)CC31CN(CC2CCCC2)C1	·	·	-6	-5	-8	13	-1	·
Cc1ccc(OCCC(=O)OCC(=O)NC2CCCCC2)cc1	27	1	3	-13	-1	?	1	0
CC(C)CCNC(=O)c1cc([N+](=O)[O-])ccc1N1CCOCC1	-2	0	·	-3	·	-14	6	17
C/C=C/c1ccc([C@H]2[C@H](CO)N3CCCCN(C(=O)Nc4cc(F)ccc4F)C[C@@H]23)cc1	1[16.7 µM]	4	2	-35	-6	-14	·	2
Cc1ccc(N(CC(=O)NCc2ccc(F)cc2)S(=O)(=O)c2c(C)nn(C)c2C)cc1	2	8	·	6	3	3	-13	0
CCOC(=O)c1cnc2c(Cl)c(Cl)ccc2c1NCCN1CCOCC1	-1	1	9	-7	-3	-16	-3	0
COc1ccccc1C(=O)COC(=O)CCCN=C1NS(=O)(=O)c2ccccc21	·	·	-5	-3	6	11	4	·
CCCNC(=O)C[C@@H]1C[C@@H]2c3cc(NC(=O)C4CCOCC4)ccc3O[C@@H]2[C@H](CO)O1	5[16.7 µM]	1	-5	-1	2	5	-25	0
c1ccc(Oc2nc(Oc3ccccc3)nc(N3CCOCC3)n2)cc1	3	-22	·	·	·	-2	·	-1
NC(=O)C1CC(=O)N(CCc2ccc(F)cc2)C1 (configuration not stated)	-2	·	-3	6	21	21	-3	-2
O=C(NCC(=O)N1CCN(c2ccccc2)CC1)c1ccco1	·	·	-18	-5	1	-18	2	-2
COc1cc(OC)c2ccc(=O)oc2c1C(CC(=O)N1CCCC1)c1ccc(N(C)C)cc1 (configuration not stated)	-5	·	2	8	-3	-25	-8	2
CO[C@@H]1CN(C)C(=O)c2cc(NS(C)(=O)=O)ccc2OC[C@@H](C)N(C(=O)CN(C)C)C[C@@H]1C	3[16.7 µM]	3	-2	·	-5	4	0	4
Cn1cnc(S(=O)(=O)N2C[C@H](O)COC[C@@H]3O[C@@H](CC(=O)N4CCN(c5ccccc5)CC4)CC[C@H]32)c1	0[16.7 µM]	-2	-5	13	-1	10	-1	-1
O=C(NCCN1CCOCC1)c1ccc2c(c1)N(Cc1ccc(F)cc1)C(=O)c1ccccc1S2(=O)=O	9	·	·	10	5	5	-5	0
COc1ccc(NC(=O)CN2C(=O)NC3(CC(C)CC(C)(C)C3)C2=O)cc1S(=O)(=O)N1CCCCC1 (configuration not stated)	-3	6	9	16	-6	19	-9	0
CC(=O)NC(Cc1ccccc1)C(=O)NC(Cc1ccccc1)C(=O)O (configuration not stated)	·	·	-9	-17	9	2	7	·
CCc1csc(CCNC(=O)C2CCC(=O)N(CCOC)C2)n1 (configuration not stated)	0	0	·	6	-2	-7	9	7
Cn1cnc(S(=O)(=O)N[C@@H]2CC[C@H](CC(=O)NCC3CC3)O[C@H]2CO)c1	·	12	-2	-5	0	13	2	-3
C[C@@H]1CN([C@@H](C)CO)C(=O)c2cccc(NC(=O)c3nc4ccccc4s3)c2O[C@H]1CN(C)Cc1ccncc1	6[16.7 µM]	2	1	20	4	-28	·	2
S=C(Nc1cc(Cl)cc(Cl)c1)N1CCN(c2ccccn2)CC1	·	·	·	5	1	21	9	-1
CCCN(CC(=O)Nc1ccc(C(C)=O)cc1)CC(=O)Nc1ccccc1C	·	·	7	7	0	6	-11	·
COc1cc(/C=N/Nc2cccc(C)c2)cc(Br)c1O	·	3	-19	2	0	-4	0	·
CCNC(=O)C[C@@H]1CC[C@@H](NS(=O)(=O)c2ccc(F)cc2)[C@@H](CO)O1	·	0	-7	-21	0	-11	10	-1
COc1cccc(-c2ccc3c(c2)[C@@H]2[C@@H](CCN2C(=O)c2ccccn2)[C@@H](CO)N3)c1	-8[16.7 µM]	-6	-43	-86	-1	-31	1	0
CNC[C@H]1Oc2ccc(NS(=O)(=O)c3ccccc3)cc2C(=O)N([C@H](C)CO)C[C@H]1C	-7[16.7 µM]	10	-1	5	2	-5	·	2
CC(C)C(c1nnnn1Cc1ccc(F)cc1)N1CCSCC1 (configuration not stated)	4	-12	·	·	·	·	0	0
CC(C)NC(=O)N(C)C[C@@H]1OCCCC[C@@H](C)Oc2ccc(NC(=O)Nc3ccc(C(F)(F)F)cc3)cc2C(=O)N([C@H](C)CO)C[C@@H]1C	-4[16.7 µM]	-3	-8	11	1	-2	1	0
Cc1ccc(C(C)C)c(OCCNCCc2ccccc2)c1	-2	·	47	-7	0	20	5	6
CCCCCCCNC(=O)C1(CC2CC(c3cccc(Br)c3)=NO2)CCN(C(=O)C2(C)CC2)CC1 (configuration not stated)	-2	-15	4	-2	·	4	4	4
Cc1cccc(-c2ccc([C@@H]3[C@@H](CO)N4C(=O)CN(C(=O)c5ccccc5)C[C@@H]34)cc2)c1	·	0	-6	13	0	16	·	·
C[C@@H]1CCCCO[C@@H](CN(C)C(=O)c2ccccc2)[C@@H](C)CN([C@H](C)CO)C(=O)c2cc(NS(=O)(=O)c3ccc(F)cc3)ccc2O1	7[16.7 µM]	-5	3	-35	-2	0	·	-4
CC1CCN(S(=O)(=O)c2cccc(C(=O)N(C)C3CCS(=O)(=O)C3)c2)CC1 (configuration not stated)	-9	6	·	12	·	·	-10	0
CC(=O)Nc1ccc(NC(=O)C(C)O/N=C/c2cccc([N+](=O)[O-])c2)cc1 (configuration not stated)	-8	13	·	·	·	·	-8	1
N#C[C@@H]1[C@@H](c2ccc(-c3cccc(F)c3)cc2)[C@H](CO)N1C(=O)NC1CCCCC1	·	·	4	·	1	1	-1	·
Cc1noc(C(=O)Nc2cc(Cl)ccc2O)c1Cl	·	-9	27	-1	0	-10	2	0
Fc1cccc(Cl)c1Cc1noc(/C=C/c2ccccc2)n1	-1	-22	-63	·	4	-96	·	-1

Other compounds
SMILES	miR122 inh	PGC1a acetyl inh	EWS-Fli inh	PAX8 inh HTS	Casp6 inh	LGR2 antag	FN deposition inh	Cneo AK release
Cc1oc(C(C)(C)C)cc1C(=O)NCC(=O)NCC(=O)O	1	·	-2	·	-2	-8	·	1
CC(Oc1ccc(Cl)cc1)C(=O)Nc1cccc(S(=O)(=O)N2CCCC2)c1 (configuration not stated)	-6	14	-4	-13	-1	-15	-10	0
Cc1cc(C(=O)OCC(=O)NCc2ccccc2Cl)c(C)o1	·	-3	-12	-4	3	0	-12	·
COC(=O)c1ccc(NC(=O)CSc2nncn2-c2ccccn2)cc1	-6	-4	-6	3	2	7	3	5
